Compound activity as filed in PubChem.
ABCB1 block: ABCB1 efflux pump inhibitors, primary screen, cell-based, multiplex, flow cytometry, ABCG2 counter-screen; ATP-dependent translocase ABCB1 (Homo sapiens), P08183; CCRF-Adr cells, JC-1 efflux; inhibition, % at 6.6 µM; 190,000 compounds, 0.067% hits; AID 1326, 2008; in the data active = inhibition above about 40%;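 also: 0% = vehicle and 100% = reference inhibitor; higher value means more JC-1 retained so stronger ABCB1 efflux block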
Target sequence (P08183 whole entry, looked up): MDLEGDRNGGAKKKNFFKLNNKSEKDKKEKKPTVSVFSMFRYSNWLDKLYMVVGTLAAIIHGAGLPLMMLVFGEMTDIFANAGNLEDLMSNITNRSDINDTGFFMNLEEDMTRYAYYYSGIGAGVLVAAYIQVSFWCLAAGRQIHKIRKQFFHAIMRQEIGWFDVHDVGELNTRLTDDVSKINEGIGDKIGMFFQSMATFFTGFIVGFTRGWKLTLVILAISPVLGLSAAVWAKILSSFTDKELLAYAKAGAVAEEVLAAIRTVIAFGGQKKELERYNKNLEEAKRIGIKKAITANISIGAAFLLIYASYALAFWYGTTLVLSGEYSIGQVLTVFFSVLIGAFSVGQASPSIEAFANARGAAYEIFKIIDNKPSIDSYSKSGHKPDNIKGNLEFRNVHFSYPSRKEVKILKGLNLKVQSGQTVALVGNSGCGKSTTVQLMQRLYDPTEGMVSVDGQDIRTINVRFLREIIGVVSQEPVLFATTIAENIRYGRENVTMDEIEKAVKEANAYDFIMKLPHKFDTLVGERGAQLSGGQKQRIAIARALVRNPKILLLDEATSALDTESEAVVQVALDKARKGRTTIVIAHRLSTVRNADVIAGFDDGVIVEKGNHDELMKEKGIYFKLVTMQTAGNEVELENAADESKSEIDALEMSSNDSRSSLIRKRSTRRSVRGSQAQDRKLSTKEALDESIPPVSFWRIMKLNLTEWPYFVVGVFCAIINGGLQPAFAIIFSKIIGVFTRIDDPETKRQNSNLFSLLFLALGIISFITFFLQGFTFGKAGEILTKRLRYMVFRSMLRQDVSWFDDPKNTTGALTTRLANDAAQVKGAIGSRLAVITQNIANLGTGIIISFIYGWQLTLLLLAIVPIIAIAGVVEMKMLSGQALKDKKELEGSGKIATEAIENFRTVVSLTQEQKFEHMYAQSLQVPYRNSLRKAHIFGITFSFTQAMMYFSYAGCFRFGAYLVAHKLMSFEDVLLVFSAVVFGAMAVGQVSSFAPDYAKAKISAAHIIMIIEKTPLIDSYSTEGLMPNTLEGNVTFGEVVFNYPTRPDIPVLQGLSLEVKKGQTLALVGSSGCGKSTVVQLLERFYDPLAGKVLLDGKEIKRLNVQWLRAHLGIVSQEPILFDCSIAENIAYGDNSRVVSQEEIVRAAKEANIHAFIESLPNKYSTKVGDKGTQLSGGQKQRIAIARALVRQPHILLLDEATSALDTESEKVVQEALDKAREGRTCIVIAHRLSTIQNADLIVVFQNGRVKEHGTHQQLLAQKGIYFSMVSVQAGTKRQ
ABCG2 inh: ABCG2 efflux pump inhibitors, primary screen, multiplex with ABCB1, IgMXP3 cells, flow cytometry | JC-1 efflux | inhibition, % at 6.6 µM | 190,000 compounds, 0.1% hits | AID 1325, 2008;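 active = inhibition above 80%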;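 also: 0% = DMSO and 100% = nicardipine control wells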
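Incubation: cells with compound and JC-1, 10 min at 25 °C, rotating, no wash / Test system: IgMXP3 (ABCG2) plus far-red-tagged CCRF-Adr (ABCB1) cells / Compound dosing: one concentration, 6.6 µM final / Also added: JC-1 fluorescent substrate / Evaluation: efflux inhibition in percent versus controls / Detection: flow cytometry, 530 nm JC-1 signal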
Bim-Bcl-2: inhibitors of Bim-Bcl-2 binding, primary screen, biochemical, multiplexed, human Bcl-2 family; Apoptosis regulator Bcl-2 (Homo sapiens), P10415; Bead-based flow cytometry, Bim peptide-Bcl-2 binding; inhibition, % at 10 µM; 190,000 compounds, 0.06% hits; in the data active = inhibition above about 40%; inconclusive = no clear call, values can overlap the other calls;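 also: 0% = no compound wells with probe peptide and 100% = reference peptide inhibitor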
Bfl-1 Bim block: inhibitors of Bim binding to Bfl-1, primary screen, biochemical, multiplexed, bead-based flow cytometry | Bim-Bfl-1 binding inhibition | Bcl-2-related protein A1 (Homo sapiens), Q16548 | inhibition, % at 10 µM | 190,000 compounds, 0.12% hits;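 also: 0% = wells without compound plus tracer and 100% = blocker peptide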
Avidin bead fluor: green autofluorescence of compounds with avidin beads – biophysical, 488/530 nm, flow cytometry, artefact control, profiling panel; compound fluorescence 488/530 nm; hits give high values; fluorescence (KMESF) at 10 µM; AID 1775, 2009; 220,000 compounds, 0.38% hits; in the data active = fluorescence above about 47; also: inactives centre near 10
GSH bead fluor: compound fluorescence on glutathione beads, profiling panel, artefact control, biophysical, 488/530 nm, flow cytometry. GSH beads flow cytometry, compound fluorescence 488/530 nm; hits give high values. fluorescence (KMESF) at 10 µM. 190,000 compounds, 0.25% hits. AID 1776, 2009; in the data active = fluorescence above about 89;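 also: glutathione beads carrying GST-tagged Bcl family fusion proteins plus one bare bead set; values are compound well signal with DMSO vehicle wells as background; inactives centre near 16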
Bcl-B Bim block: inhibitors of Bim-Bcl-B binding, primary screen, biochemical, multiplexed, human Bcl-2 family. Bcl-2-like protein 10 (Homo sapiens), Q9HD36. bead-based flow cytometry, Bim peptide-Bcl-B binding. inhibition, % at 10 µM. 190,000 compounds, 0.073% hits. AID 951, 2007;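 also: 0% = tracer peptide without compound and 100% = reference inhibitor peptide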
RGS4-Gao reg: modulators of RGS4 binding to Galphao, primary screen, biochemical, multiplexed bead flow cytometry. binding response (% of control), % at 10 µM. actives lie on both sides. 220,000 compounds, 0.33% hits; in the data active = binding response below about 49% or above about 150%; inactive = in between;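 also: fluorescent Galphao activated with aluminum fluoride binding bead-coupled RGS4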
Bcl-W Bim block: inhibitors of Bim binding to Bcl-W, primary screen, biochemical, multiplexed, bead-based flow cytometry. Bcl-2-like protein 2 (Homo sapiens), Q92843. Bim peptide-Bcl-W binding. inhibition, % at 10 µM. 190,000 compounds, 0.02% hits;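 also: 0% = bound tracer without compound and 100% = peptide blocker; higher means less fluorescent Bim peptide bound to Bcl-W beads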
RGS7-Gao reg: RGS7-Galphao binding modulators, primary screen, biochemical, multiplexed bead flow cytometry; actives lie on both sides; binding response (% of control), % at 10 µM; Guanine nucleotide-binding protein G(o) subunit alpha (Homo sapiens), P09471; 220,000 compounds, 0.35% hits; in the data active = binding response below about 49% or above about 150%; inconclusive = no clear call, values can overlap the other calls; inactive = in between;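 also: fluorescent Galphao held in activated GDP-AlF4 state binding bead-coupled RGS7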
Bcl-XL Bim block: inhibitors of Bim-Bcl-XL binding, primary screen, biochemical, multiplexed, bead flow cytometry, human Bcl-XL; Bcl-2-like protein 1 (Homo sapiens), Q07817; Bim peptide-Bcl-XL binding, fluorescence; inhibition, % at 10 µM; 190,000 compounds, 0.04% hits; AID 1007, 2008
Active calls of the source: *; & = joins results of further samples. Rule as the data show it, unless noted: active = inhibition above about 40%.

Screening O=C(NCCO)C1CCN(S(=O)(=O)c2ccc(F)cc2)CC1 returned ABCB1 block 0.3, ABCG2 inh 1.2, Bim-Bcl-2 -1.0, Bfl-1 Bim block 0.0, Avidin bead fluor 31, GSH bead fluor 15, Bcl-B Bim block 1.0, RGS4-Gao reg 103.8, Bcl-W Bim block -1.0, RGS7-Gao reg 99.1 and Bcl-XL Bim block 4.0.
For CCC(=O)Nc1cc2nn(-c3ccc(C)cc3)nc2cc1C the results were ABCB1 block 0.2, ABCG2 inh 1.8, Bim-Bcl-2 8.0, Bfl-1 Bim block 1.0, Avidin bead fluor 9, GSH bead fluor 19, Bcl-B Bim block -1.0, RGS4-Gao reg 96.9, Bcl-W Bim block -4.0, RGS7-Gao reg 100.1 and Bcl-XL Bim block -3.0.
Screening O=C(CSc1ccccn1)N/N=C/c1ccccc1[N+](=O)[O-] returned ABCB1 block 0.8, ABCG2 inh 3.2, Bim-Bcl-2 -8.0, Bfl-1 Bim block -7.0, Avidin bead fluor 13, GSH bead fluor 13, Bcl-B Bim block -3.0, RGS4-Gao reg 95.9, Bcl-W Bim block -1.0, RGS7-Gao reg 96.5 and Bcl-XL Bim block 0.0.
Screening O=C(CSc1nnc(SCc2cccc3ccccc23)s1)c1ccc2c(c1)OCO2 returned ABCB1 block -0.3, ABCG2 inh -1.2, Bim-Bcl-2 -6.0, Bfl-1 Bim block -8.0, Avidin bead fluor 17, GSH bead fluor 9, Bcl-B Bim block -12.0, RGS4-Gao reg 99.8, Bcl-W Bim block -2.0, RGS7-Gao reg 97.7 and Bcl-XL Bim block 1.0.
`CCOC(=O)c1ccc(NC(=O)NCc2ccc(OC)cc2)cc1` gave ABCB1 block 0.4, ABCG2 inh 5.8, Bim-Bcl-2 3.0, Bfl-1 Bim block 5.0, Avidin bead fluor 7, GSH bead fluor 12, Bcl-B Bim block -4.0, RGS4-Gao reg 98.5, Bcl-W Bim block -2.0, RGS7-Gao reg 98.9 and Bcl-XL Bim block -2.0.
COc1cccc(N(CC(=O)NC(C)c2ccccc2)S(C)(=O)=O)c1 (stereo not given) was read as ABCB1 block 0.8, ABCG2 inh 2.4, Bim-Bcl-2 4.0, Bfl-1 Bim block 3.0, Avidin bead fluor 18, GSH bead fluor 15, Bcl-B Bim block 4.0, RGS4-Gao reg 115.0, Bcl-W Bim block 1.0, RGS7-Gao reg 107.8 and Bcl-XL Bim block 3.0.
COC(=O)C1(C)NC(c2ccco2)C2C(=O)N(c3ccc(F)cc3)C(=O)C21 (stereo not given) was read as ABCB1 block 0.5, ABCG2 inh 2.9, Bim-Bcl-2 0.0, Bfl-1 Bim block -1.0, Avidin bead fluor 8, GSH bead fluor 11, Bcl-B Bim block 0.0, RGS4-Gao reg 95.8, Bcl-W Bim block -1.0, RGS7-Gao reg inconclusive and Bcl-XL Bim block 0.0.
For CC1CCCC(C)N1C(=O)Cc1ccccc1 (stereo not given) the results were ABCB1 block 0.5, ABCG2 inh 2.6, Bim-Bcl-2 -5.0, Bfl-1 Bim block -12.0, Avidin bead fluor 7, GSH bead fluor 36, Bcl-B Bim block -7.0, RGS4-Gao reg 102.7, Bcl-W Bim block 0.0, RGS7-Gao reg 105.2 and Bcl-XL Bim block -7.0.
Screening COc1ccc(/C=C/C(=O)NC(=S)NNC(=O)c2cccs2)cc1 returned ABCB1 block -0.7, ABCG2 inh -2.9, Bim-Bcl-2 1.0, Bfl-1 Bim block -1.0, Avidin bead fluor 12, GSH bead fluor 15, Bcl-B Bim block -27.0, RGS4-Gao reg 89.0, Bcl-W Bim block 1.0, RGS7-Gao reg inconclusive and Bcl-XL Bim block -3.0.
O=C(Cc1ccccc1)NNC(=S)Nc1ccccc1 was read as ABCB1 block 0.3, ABCG2 inh 1.2, Bim-Bcl-2 -1.0, Bfl-1 Bim block 1.0, Avidin bead fluor 11, GSH bead fluor 24, Bcl-B Bim block -20.0, RGS4-Gao reg 102.1, Bcl-W Bim block 2.0, RGS7-Gao reg 102.9 and Bcl-XL Bim block 0.0.
Screening O=C(CSCc1cnn(-c2ccccc2)c1-n1cccc1)N1CCN(Cc2ccccc2)CC1 returned ABCB1 block -0.6, ABCG2 inh -2.7, Bim-Bcl-2 -2.0, Bfl-1 Bim block -1.0, Avidin bead fluor 17, GSH bead fluor 9, Bcl-B Bim block 0.0, RGS4-Gao reg 98.8, Bcl-W Bim block 0.0, RGS7-Gao reg 98.6 and Bcl-XL Bim block 2.0.
Screening CC(=O)OC(C(=O)NC1CCCCC1)c1cccc(C)c1 (stereo not given) returned ABCB1 block 0.0, ABCG2 inh -0.1, Bim-Bcl-2 -7.0, Bfl-1 Bim block -9.0, Avidin bead fluor 15, GSH bead fluor 34, Bcl-B Bim block -5.0, RGS4-Gao reg 99.1, Bcl-W Bim block 3.0, RGS7-Gao reg 103.0 and Bcl-XL Bim block -19.0.
Screening CC(C)Cn1c(N)c(C(=O)COC(=O)c2ccccc2Cl)c(=O)n(C)c1=O returned ABCB1 block 0.8, ABCG2 inh 4.3, Bim-Bcl-2 4.0, Bfl-1 Bim block -2.0, Avidin bead fluor 29, GSH bead fluor 16, Bcl-B Bim block 0.0, RGS4-Gao reg 98.3, Bcl-W Bim block 0.0, RGS7-Gao reg 96.5 and Bcl-XL Bim block -2.0.
`Cc1ccc(-n2cnc3sc(C)c(C)c3c2=O)cc1` gave ABCB1 block -0.2, ABCG2 inh 5.7, Bim-Bcl-2 0.0, Bfl-1 Bim block 6.0, Avidin bead fluor 7, GSH bead fluor 14, Bcl-B Bim block 0.0, RGS4-Gao reg 98.6, Bcl-W Bim block 5.0, RGS7-Gao reg 92.8 and Bcl-XL Bim block 3.0.
For CCCCN1CCCC1CNC(=O)c1cc(C#N)c2ccccc2c1OC (stereo not given) the results were ABCG2 inh 1.7, Bim-Bcl-2 -4.0, Bfl-1 Bim block -3.0, Avidin bead fluor 7, GSH bead fluor 68, Bcl-B Bim block -1.0, RGS4-Gao reg 103.0, Bcl-W Bim block -1.0, RGS7-Gao reg 103.4 and Bcl-XL Bim block -2.0.
For CC(C)c1nc(SCC(=O)N2CCN(c3ccccc3)CC2)c2c(=O)n(C)c(=O)n(C)c2n1 the results were ABCB1 block 2.1, ABCG2 inh 2.3, Bim-Bcl-2 -1.0, Bfl-1 Bim block -5.0, Avidin bead fluor 9, GSH bead fluor 27, Bcl-B Bim block -5.0, RGS4-Gao reg 99.3, Bcl-W Bim block -2.0, RGS7-Gao reg 102.3 and Bcl-XL Bim block -3.0.
For c1cnc2c(c1)ccc1cccnc12 the results were ABCB1 block 0.7&-0.5, ABCG2 inh 7.1&0.0, Bim-Bcl-2 -6.0&1.0, Bfl-1 Bim block -6.0&2.0, Avidin bead fluor 9&8, GSH bead fluor 18&22, Bcl-B Bim block -7.0&-1.0, RGS4-Gao reg 91.7&95.8, Bcl-W Bim block -4.0&0.0, RGS7-Gao reg inconclusive and Bcl-XL Bim block -1.0&-3.0.
`Cc1ccc(NC2OC(CO)C(O)C(O)C2O)cc1` (stereo not given) gave ABCB1 block 0.0, ABCG2 inh 0.1, Bim-Bcl-2 -2.0, Bfl-1 Bim block -1.0, Avidin bead fluor 18, GSH bead fluor 13, Bcl-B Bim block 0.0, RGS4-Gao reg 99.5, Bcl-W Bim block -1.0, RGS7-Gao reg 99.9 and Bcl-XL Bim block 0.0.
`COCCNC(=O)/C(C#N)=C\c1ccc(CNS(=O)(=O)c2ccc(C)cc2)o1` gave ABCB1 block 0.0, ABCG2 inh 0.2, Bim-Bcl-2 -2.0, Bfl-1 Bim block -6.0, Avidin bead fluor 11, GSH bead fluor 18, Bcl-B Bim block -1.0, RGS4-Gao reg 93.1, Bcl-W Bim block -1.0, RGS7-Gao reg 96.0 and Bcl-XL Bim block -1.0.
CCOc1ccccc1C(=O)N1c2ccccc2Sc2ccccc21 was read as ABCB1 block 0.4, ABCG2 inh 2.1, Bim-Bcl-2 -4.0, Bfl-1 Bim block -4.0, Avidin bead fluor 9, GSH bead fluor 65, Bcl-B Bim block -3.0, RGS4-Gao reg 101.1, Bcl-W Bim block 0.0, RGS7-Gao reg 101.2 and Bcl-XL Bim block -9.0.
`Cc1ccc(O)c(N=Nc2ccc(S(=O)(=O)N3CCOCC3)cc2)c1` gave ABCB1 block 1.2, ABCG2 inh 5.3, Bim-Bcl-2 -3.0, Bfl-1 Bim block -5.0, Avidin bead fluor 10, GSH bead fluor 10, Bcl-B Bim block -2.0, RGS4-Gao reg 111.3, Bcl-W Bim block 1.0, RGS7-Gao reg 111.4 and Bcl-XL Bim block -2.0.
Screening O=C(Nc1cccc([N+](=O)[O-])c1)C1C2/C=C\CCCCC21 (stereo not given) returned ABCB1 block 2.0, ABCG2 inh 14.9, Bim-Bcl-2 -3.0, Bfl-1 Bim block -5.0, Avidin bead fluor 5, GSH bead fluor 19, Bcl-B Bim block -1.0, RGS4-Gao reg 100.8, Bcl-W Bim block -3.0, RGS7-Gao reg 91.4 and Bcl-XL Bim block -4.0.
For COc1cccc(C(=O)Nc2c3c(nn2-c2cccc(C)c2C)CS(=O)C3)c1OC (stereo not given) the results were ABCB1 block 0.5, ABCG2 inh 0.2, Bim-Bcl-2 -7.0, Bfl-1 Bim block -10.0, Avidin bead fluor 12, GSH bead fluor 78, Bcl-B Bim block -2.0, RGS4-Gao reg 101.9, Bcl-W Bim block -2.0, RGS7-Gao reg 98.3 and Bcl-XL Bim block -4.0.
Screening CC(C)CC(=O)NC(=S)Nc1cc(C(F)(F)F)ccc1N1CCOCC1 returned ABCB1 block 0.2, ABCG2 inh 5.2, Bim-Bcl-2 -8.0, Bfl-1 Bim block -16.0, Avidin bead fluor 14, GSH bead fluor 20, Bcl-B Bim block -10.0, RGS4-Gao reg 98.0, Bcl-W Bim block -6.0, RGS7-Gao reg 97.2 and Bcl-XL Bim block -10.0.
